AGP1 TOR yeast – alters AGP1-GFP fluorescence in TOR pathway yeast screen; GFP response vs DMSO, % at 10 µM; S. cerevisiae AGP1-GFP multiplex flow cytometry, 3 h; GFP as percent of DMSO wells; actives 0.02% (n = 320,000);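 active = GFP response relative to DMSO above a set limit, near screen average plus 3 SD, cut at about 150% in these data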;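 also: median GFP channel fluorescence of the gated AGP1 strain per well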
LAP4 TOR yeast – alters LAP4-GFP fluorescence in TOR pathway yeast screen | actives 0.34% (n = 320,000) | GFP response vs DMSO, % at 10 µM | S. cerevisiae LAP4-GFP multiplex, flow cytometry GFP, 3 h; median GFP as percent of DMSO wells;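 active = GFP response vs DMSO above a set limit, about the screen mean plus 3 SD, cut at about 150% in these data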
MEP2 TOR yeast – yeast TOR pathway MEP2-GFP modulation; S. cerevisiae MEP2-GFP strain, flow cytometry GFP, 3 h; 100% = DMSO control level; GFP response vs DMSO, % at 10 µM; actives 0.51% (n = 330,000); AID 2016;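 active = GFP response versus DMSO above a set limit, roughly screen mean plus 3 SD, cut at about 180% in these data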;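 also: median GFP fluorescence of the barcode-gated MEP2-GFP cells per well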
VLA-4 inh – inhibition in a human VLA-4 binding assay | P13612 | inhibition, % (about 7 µM as worked out from the volumes in the protocol) | VLA-4 expressing cells, ligand binding flow cytometry | actives 0.2% (n = 330,000) | AID 2557; in the data active = inhibition above about 50%
RPL19A TOR yeast – modulators of TOR pathway RPL19A-GFP in S. cerevisiae. S. cerevisiae RPL19A-GFP strain, flow cytometry, 3 h; stronger effect = lower value. percent response vs DMSO, % at 10 µM. actives 0.3% (n = 330,000). AID 2025;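 active = percent response vs DMSO below 50%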;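 also: median channel GFP fluorescence of the barcoded RPL19A-GFP strain; ratio of sample median GFP to plate DMSO average so 100% = DMSO; lower means less RPL19A-GFP as with rapamycin TOR inhibition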
GRK2 inh – inhibitors of human GRK2 displacing RNA aptamer; P25098; bead flow cytometry, FAM-aptamer displacement from GRK2; inhibition of aptamer binding, % at 10 µM; actives 0.59% (n = 330,000); AID 488847;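 active = inhibition of aptamer binding above 40%, roughly 3 SD of noise, on plates passing a quality check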;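 also: median bead fluorescence of bound FAM aptamer so fluorescent compounds give negative values; no value below 0 was filed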
Target sequence (P25098 whole entry, looked up): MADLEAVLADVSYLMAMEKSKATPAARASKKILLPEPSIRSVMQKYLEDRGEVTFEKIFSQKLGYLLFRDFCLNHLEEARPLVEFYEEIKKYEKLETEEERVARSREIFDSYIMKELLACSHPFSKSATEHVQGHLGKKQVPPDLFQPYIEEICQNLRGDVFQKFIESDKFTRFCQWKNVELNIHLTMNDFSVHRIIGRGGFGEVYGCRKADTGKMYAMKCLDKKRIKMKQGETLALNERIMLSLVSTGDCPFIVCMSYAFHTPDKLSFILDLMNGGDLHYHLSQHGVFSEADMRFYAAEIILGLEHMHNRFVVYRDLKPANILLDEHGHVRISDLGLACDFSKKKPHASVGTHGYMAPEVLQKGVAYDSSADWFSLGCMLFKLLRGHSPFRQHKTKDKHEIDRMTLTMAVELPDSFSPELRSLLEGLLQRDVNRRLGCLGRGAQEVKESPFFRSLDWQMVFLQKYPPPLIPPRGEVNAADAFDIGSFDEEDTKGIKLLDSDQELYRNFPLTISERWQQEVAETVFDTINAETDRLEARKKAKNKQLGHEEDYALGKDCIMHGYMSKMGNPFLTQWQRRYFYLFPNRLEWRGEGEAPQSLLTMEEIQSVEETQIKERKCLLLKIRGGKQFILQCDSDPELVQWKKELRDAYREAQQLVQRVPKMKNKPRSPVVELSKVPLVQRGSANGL
CIT2 TOR yeast – modulators of TOR pathway CIT2-GFP in S. cerevisiae | actives 0.065% (n = 320,000) | S. cerevisiae CIT2-GFP strain, flow cytometry, 3 h; 100 means same as DMSO wells | GFP response vs DMSO, % at 10 µM;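 active = GFP response relative to DMSO above a set limit, near the screen mean plus 3 SD, cut at about 150% in these data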;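 also: ratio of well median GFP fluorescence to mean of DMSO wells on the plate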
Yeast superoxide – caloric restriction mimetics inhibiting age-related superoxide in yeast; S. cerevisiae aged cells, superoxide DHE fluorescence; stronger effect = lower value; superoxide response (% of plate mean), % at 10 µM; AID 2690; actives 0.18% (n = 330,000);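 active = superoxide response under a set limit, about three screen SD below normal, cut at about 65% in these data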;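 also: yeast aged for seven days with compound at 30 °C before DHE staining; 100% = average MFI of all compound-treated wells on the plate with controls excluded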
* hit, by the source's call; x = not tested or not shown. Outcome played no part in choosing rows; 1.7% or so of the library scored in one or more.

SMILES | AGP1 TOR yeast | LAP4 TOR yeast | MEP2 TOR yeast | VLA-4 inh | RPL19A TOR yeast | GRK2 inh | CIT2 TOR yeast | Yeast superoxide
COc1ccc(C(=O)CC(=O)C(=O)Nc2cccc(C(C)=O)c2)cc1 | 95.7 | 90.7 | 92.5 | -10.6 | 98.3 | 0.0 | 86.4 | 91.9
O=C(CCN1C(=O)S/C(=C\c2cccs2)C1=O)NC1=NCCS1 | 100.8 | 97.9 | 104.6 | 22.4 | 103.7 | 1.0 | 103.4 | 118.6
CC1C(=O)OC(c2ccc(Cl)cc2)C(C)(C)C1=O (stereo unspecified) | 97.6 | 114.4 | 103.6 | -1.3 | 107.6 | 0.0 | 89.7 | 114.9
CCc1ccc2c(CN3CCN(S(=O)(=O)c4ccc5c(c4)OCCO5)CC3)cc(=O)oc2c1 | 104.9 | 108.4 | 104.1 | 7.8 | 98.3 | 0.0 | 100.1 | 107.3
CC(C)Sc1nc2[nH]ncc2c(=O)[nH]1 | 104.2 | 87.0 | 107.3 | 4.8 | 102.9 | 1.0 | 107.8 | 74.1
Cc1sc2ncnc(SCC(=O)N3CCCC(C(F)(F)F)C3)c2c1C (stereo unspecified) | 99.5 | 107.3 | 109.4 | 5.4 | 100.8 | 2.0 | 95.3 | 100.7
Cc1ccc(C(=O)N/C(=C\c2ccc(C(C)C)cc2)C(=O)NCCCN2CCOCC2)cc1 | 101.9 | 93.8 | 87.5 | 2.8 | 110.7 | 0.0 | 113.3 | 92.9
C=CCNC(=S)NNC(=O)c1csc(CC)c1 | 118.9 | 100.2 | 95.7 | 8.8 | 94.5 | 2.0 | 86.6 | 96.2
O=C(NCCN1CCOCC1)C1CC(=O)N(c2ccc(F)cc2)C1 (stereo unspecified) | 105.0 | 94.2 | 104.2 | 4.0 | 103.5 | 0.0 | 112.3 | 82.3
CCC1CCCCN1Cc1c(O)ccc2c(=O)c(-c3ccccc3OC)coc12 (stereo unspecified) | 97.6 | 93.9 | 103.5 | 5.3 | 104.0 | 0.0 | 93.9 | 117.6
COc1ccc(OCC(=O)N2CCN(C(=O)c3cccc(F)c3)CC2)cc1 | 100.4 | 95.6 | 101.3 | 14.8 | 95.9 | 2.0 | 96.4 | 94.2
O=C(CSc1ncnc2scc(-c3ccccc3)c12)N1CCN(c2ccccc2F)CC1 | 93.1 | 104.7 | 95.0 | 0.2 | 95.5 | 2.0 | 78.6 | 116.0
Cc1ccc(S(=O)(=O)N2CCCCC2CCNC(=O)C(=O)Nc2ccccc2F)cc1 (stereo unspecified) | 106.4 | 99.8 | 105.5 | 9.2 | 102.3 | 0.0 | 100.3 | 96.5
Cc1cc(C)c2ccc(=O)n(CC(=O)N/N=C/c3ccccc3Cl)c2n1 | 102.5 | 103.5 | 94.6 | -0.9 | 94.3 | 5.0 | 88.6 | 109.1
CCCCNC(=O)CN(c1cccc(Br)c1)S(C)(=O)=O | 101.7 | 96.0 | 105.0 | 15.6 | 97.6 | 1.0 | 95.3 | 99.7
CCOC(=O)CN(C(=O)CSc1nnc2c(n1)[nH]c1ccc(F)cc12)c1ccccc1 | 109.5 | 103.8 | 106.1 | -1.7 | 104.8 | 0.0 | 108.2 | 107.9
Cc1nc(SCC(=O)c2c(N)n(C3CC3)c(=O)[nH]c2=O)[nH]c(=O)c1CCO | 104.5 | 101.0 | 99.4 | -0.8 | 99.6 | 8.0 | 100.3 | 90.2
COc1ccc(NC(=O)c2ccc3[nH]c(=O)c(=O)[nH]c3c2)c(OC)c1 | 58.2 | 81.8 | 103.1 | 15.2 | 87.2 | 6.0 | 79.5 | 95.3
Cc1ccc(NC(=O)CCN2CCN(C/C=C/c3ccccc3)CC2)cc1 | 96.5 | 100.8 | 97.7 | 1.2 | 94.7 | 0.0 | 93.9 | 103.4
O=[N+]([O-])CC(=Nc1ccc(F)cc1)N/N=C\c1oc(O)c2ccccc12 | 100.5 | 88.5 | 91.2 | -5.1 | 95.5 | 0.0 | 75.1 | 109.8
CCC(C)(C)NC(=O)CN(C(=O)C(=O)Nc1ccc2c(c1)OCCO2)N1CCOCC1 | 101.6 | 97.6 | 89.2 | 3.5 | 97.2 | 1.0 | 103.3 | 110.5
COc1cc(C(=O)Nc2ccccc2C(=O)NCc2cccnc2)cc(OC)c1OC | 104.8 | 91.8 | 100.0 | -1.6 | 103.8 | 1.0 | 98.5 | 97.6
Cc1ccc(NC(=O)c2c(-c3c(F)cccc3Cl)noc2C)cc1F | 94.5 | 95.4 | 97.8 | 1.0 | 93.4 | 1.0 | 103.9 | 90.9
O=C(COC(=O)C1CCN(c2ccc(C(F)(F)F)cn2)CC1)c1cccc(Br)c1 | 107.1 | 101.4 | 107.6 | -4.5 | 100.2 | 0.0 | 103.6 | 95.2
CC1(C)Cc2nc3sc4c(=O)n(CC(N)=O)cnc4c3cc2CO1 | 92.8 | 90.6 | 91.1 | 12.0 | 97.0 | 3.0 | 87.2 | 94.2
CCOc1ccc(N2C(=O)CC(N3CCOCC3)C2=O)cc1 (stereo unspecified) | 112.7 | 92.9 | 106.5 | -6.1 | 99.9 | 0.0 | 112.5 | 97.1
CC1CN(C(=O)c2ccc(S(=O)(=O)Nc3ccccc3F)cc2)CC(C)O1 (stereo unspecified) | 98.4 | 99.8 | 97.5 | 14.8 | 96.4 | 0.0 | 101.6 | 101.4
Cc1c(Cl)cccc1NC(=O)c1cccc(NC(=O)CCC(=O)O)c1 | 102.2 | 102.0 | 98.1 | 23.0 | 98.2 | 1.0 | 99.0 | 113.2
CCOC(=O)C1=C(c2ccccc2)NC(=S)NC1c1ccc(Cl)c([N+](=O)[O-])c1 (stereo unspecified) | 100.6 | 99.5 | 106.7 | x | 100.0 | 5.0 | 94.4 | 106.4
O=S(=O)(c1ccc(Cl)cc1)n1cccn1 | 107.6 | 109.1 | 99.4 | -2.9 | 96.5 | 0.0 | 101.5 | 92.3
COC(=O)c1sc(NC(=O)C2c3ccccc3Oc3ccccc32)c(C(=O)OC)c1C | 99.9 | 108.6 | 105.7 | 0.3 | 104.3 | 1.0 | 94.9 | 98.3
O=C1CN(C(=O)C2CCCC2)CCN1 | 96.3 | 91.4 | 92.5 | -29.6 | 93.0 | 0.0 | 85.9 | 89.2
O=C(c1cccs1)c1coc2ccc(O)c(CN(CCO)CCO)c12 | 105.1 | 102.1 | 104.8 | 14.2 | 100.2 | 1.0 | 98.8 | 106.5
CC1=C(C(=O)OCc2ccccc2)C(c2ccccc2[N+](=O)[O-])NC(=O)N1C (stereo unspecified) | 102.9 | 86.6 | 100.2 | 16.9 | 104.5 | 0.0 | 114.6 | 102.8
CCOC(=O)C1=C(CN2CCOCC2)NC(=O)NC1c1cc(C)ccc1C (stereo unspecified) | 110.7 | 104.0 | 109.8 | -16.3 | 107.5 | 6.0 | 108.0 | 90.8
O=C(NCc1ccco1)C(c1cccs1)N(C(=O)Cc1cccs1)c1ccccc1 (stereo unspecified) | 102.1 | 103.9 | 105.7 | 3.7 | 101.2 | 4.0 | 97.5 | 115.9
COc1ccc(/C=C/C(=O)OCC(=O)c2ccc3c(c2)NC(=O)CO3)cc1 | 102.4 | 97.3 | 105.7 | -0.7 | 109.0 | 0.0 | 104.6 | 101.6
Cc1ccc(-n2c(C)c([N+](=O)[O-])c3ccc(O)c(CN(C)C)c32)cc1 | 101.4 | 107.6 | 104.8 | 24.4 | 100.7 | 2.0 | 99.0 | 95.9
CN(C)c1ccc(-c2nnn(CC(=O)NCc3ccc4c(c3)OCO4)n2)cc1 | 99.9 | 106.2 | 92.5 | 11.1 | 97.7 | 2.0 | 94.2 | 102.0
CN1CCN(CCOC2Cc3ccccc3Sc3ccc(Cl)cc32)CC1 (stereo unspecified) | 90.9 | 85.4 | 97.7 | -0.1 | 104.4 | 0.0 | 107.9 | 96.0
Cc1cc(C)nc(N/N=C/C2=C(O)CC(c3ccccc3)CC2=O)n1 (stereo unspecified) | x | x | 94.1 | 6.3 | 104.4 | 0.0 | x | 76.6
O=C(O)CCNS(=O)(=O)c1cccc2nsnc12 | 105.2 | 94.2 | 99.5 | 1.8 | 101.8 | 0.0 | 100.6 | 88.2
O=[N+]([O-])c1ccc(Cl)c(S(=O)(=O)NCCc2ccccn2)c1 | 84.6 | 93.0 | 94.7 | 19.8 | 94.7 | 0.0 | 73.1 | 132.0
COc1cccc(N=c2oc3ccc(OC)cc3cc2-c2nc3ccccc3[nH]2)c1 | 100.4 | 100.7 | 102.0 | 1.8 | 99.5 | 0.0 | 91.8 | 108.0
O=C(C[n+]1cccc(CNC(=O)c2ccc(OC(F)F)cc2)c1)Nc1ccc(F)cc1 | 97.5 | 97.8 | 99.8 | -6.5 | 100.9 | 0.0 | 95.0 | 108.2
CC(C)CN(C(=O)COC(=O)c1nc(Cl)ccc1Cl)C1CCS(=O)(=O)C1 (stereo unspecified) | 95.9 | 108.7 | 92.8 | 6.4 | 99.2 | 1.0 | 95.8 | 101.7
COc1ccc(/C=N/NC(=O)c2cnccn2)c(OC)c1OC | 104.5 | 109.0 | 99.2 | 17.7 | 96.2 | 0.0 | 108.6 | 84.0
O=C(Nc1ccccc1)c1ccc(S(=O)(=O)N(CCO)CCO)cc1 | 106.0 | 95.4 | 103.7 | 29.0 | 102.6 | 1.0 | 93.8 | 100.3
CCOc1ccc(NC(=O)c2sc(NC(C)=O)c(C(=O)OC)c2C)cc1 | 93.8 | 101.6 | 97.8 | 5.4 | 94.0 | 0.0 | 96.2 | 101.8
C=CC[C@@H](CC(=O)NCCO)C(=O)NCCOC(=O)[C@@H](CC=C)Cc1ccc(F)cc1 | 90.2 | 83.9 | 90.5 | -13.5 | 89.8 | 0.0 | 90.3 | 100.0
COc1ccc(-c2noc(CSc3nc(-c4ccccc4)cc(=O)[nH]3)n2)cc1OC | 96.5 | 95.2 | 101.2 | 2.9 | 97.5 | 0.0 | 93.9 | 109.8
CCCOC(=O)CSc1nnc(-c2ccccc2Cl)o1 | 80.4 | 88.6 | 91.8 | 9.0 | 85.0 | 0.0 | 82.4 | 87.1
Cc1ccc(SCc2[nH]nc3c2C(c2cccnc2)C(C#N)=C(N)O3)cc1 (stereo unspecified) | 106.7 | 107.5 | 104.1 | -16.1 | 101.1 | 2.0 | 106.1 | 99.2
COc1ccc(C2(O)CCN(C(=O)c3c(F)cccc3F)CC2)cc1 | 101.6 | 96.1 | 97.2 | -6.3 | 95.8 | 4.0 | 96.0 | 104.8
Cc1snc(SCc2ccc(Cl)cc2)c1C#N | 81.9 | 103.9 | 101.2 | 2.5 | 102.2 | 1.0 | 79.9 | 96.2
Cc1cc(C)c2c(n1)sc1c(-c3ccccc3)c(C#N)c(N)nc12 | 93.3 | 89.0 | 95.7 | -16.8 | 92.9 | 3.0 | 94.9 | 116.0

Filtered by structure: the compounds so far containing a COOH group.
SMILES | AGP1 TOR yeast | LAP4 TOR yeast | MEP2 TOR yeast | VLA-4 inh | RPL19A TOR yeast | GRK2 inh | CIT2 TOR yeast | Yeast superoxide
Cc1c(Cl)cccc1NC(=O)c1cccc(NC(=O)CCC(=O)O)c1 | 102.2 | 102.0 | 98.1 | 23.0 | 98.2 | 1.0 | 99.0 | 113.2
O=C(O)CCNS(=O)(=O)c1cccc2nsnc12 | 105.2 | 94.2 | 99.5 | 1.8 | 101.8 | 0.0 | 100.6 | 88.2

Retrieved by compound from above:
SMILES | AGP1 TOR yeast | LAP4 TOR yeast | MEP2 TOR yeast | VLA-4 inh | RPL19A TOR yeast | GRK2 inh | CIT2 TOR yeast | Yeast superoxide
COc1ccc(-c2noc(CSc3nc(-c4ccccc4)cc(=O)[nH]3)n2)cc1OC | 96.5 | 95.2 | 101.2 | 2.9 | 97.5 | 0.0 | 93.9 | 109.8
COc1ccc(C2(O)CCN(C(=O)c3c(F)cccc3F)CC2)cc1 | 101.6 | 96.1 | 97.2 | -6.3 | 95.8 | 4.0 | 96.0 | 104.8
